TGFb SMAD3 inh: blocks TGF-b signaling. HepG2 CAGA-GFP TGF-b/SMAD3 reporter, GFP fluorescence, 18 h; TGF-beta stimulated, 500 pg/mL final. Potency, µM (top dose mostly 46.1 µM), for the others: top-dose activity, negative = inhibition, most hits filed as inhibitors. 1.2% of 410,000 active; note: % is set by controls: 0 for no effect and ±100 for the full control effect; nearly all actives have a fitted effect of over 65% in size
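GFP signal (ex488/em500-530) from TGF-beta-stimulated HEPG2 CAGA-GFP cells, 500 pg/mL final, 18 h at 37 degrees C in DMEM plus 1% FBS, normalized to unstimulated and DMSO-stimulated controls.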
MCF10A rerep: DNA re-replication induction in MCF 10a cells; MCF 10A DNA re-replication, Hoechst nuclear intensity, 48 h; Potency, µM (highest dose often 46.1 µM), for the others: at the highest dose activity, positive = re-replication, usual class: activators; 2.9% of 350,000 active; AID 624296; note: % of control where 0% means no effect; nearly all actives have a fitted effect of over 50% in size
ATXN2 expr inh: reduces ATXN2 reporter expression in HEK-293 cells; Potency, µM (doses to about 57 µM), inactives show at the highest dose activity change, negative = inhibition, hits mostly inhibitors; AID 1745845; 0.72% of 360,000 active; HEK-293 ATXN2-luciferase reporter, luminescence, 24 h; note: % is set by controls: 0 for no effect and ±100 for the full control effect; nearly all actives have a fitted effect of over 55% in size
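qHTS (up to 57 uM final) was run with 24 h compound exposure of reporter cells at 37 °C. Each well was multiplexed: SteadyGlo luminescence measured ATXN2-luciferase expression after a fluorogenic Gly-Phe-AFC viability readout (25 uM final).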
HepG2 tox: counter-screen for TGF-b inhibitors: cytotoxicity in HepG2 cells; HepG2 CAGA-GFP viability, ATP luminescence, 18 h; Potency, µM (titrated, usually from 46.1 µM), inactives show top-dose activity change, negative = cytotoxicity, hits mostly cytotoxic; 0.76% of 410,000 active; note: some results filed as inactive show a strong effect at the top dose
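HepG2 CAGA-GFP cells (1000/well, DMEM with 1% FBS) received compound, then TGF-beta at 500 pg/mL final, and were incubated 18 hours at 37 degrees C. Viability was read by CellTiter-Glo luminescence. Media-only wells were set as complete cell-killing and DMSO as no toxicity.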
EPAC2 antagonist: EPAC2 (human) antagonism; Q8WZA2; EPAC2 GEF exchange of Rap1B-BODIPY-GDP, fluorescence; Potency, µM (top dose mostly 114 µM), without a hit: top-dose activity, negative = inhibition, most hits filed as inhibitors; 0.18% of 360,000 active; AID 720708; note: % is set by controls: 0 for no effect and ±100 for the full control effect; nearly all actives have a fitted effect of over 45% in size; many of its hits are not listed in these tables
Target sequence (Q8WZA2 whole entry, looked up): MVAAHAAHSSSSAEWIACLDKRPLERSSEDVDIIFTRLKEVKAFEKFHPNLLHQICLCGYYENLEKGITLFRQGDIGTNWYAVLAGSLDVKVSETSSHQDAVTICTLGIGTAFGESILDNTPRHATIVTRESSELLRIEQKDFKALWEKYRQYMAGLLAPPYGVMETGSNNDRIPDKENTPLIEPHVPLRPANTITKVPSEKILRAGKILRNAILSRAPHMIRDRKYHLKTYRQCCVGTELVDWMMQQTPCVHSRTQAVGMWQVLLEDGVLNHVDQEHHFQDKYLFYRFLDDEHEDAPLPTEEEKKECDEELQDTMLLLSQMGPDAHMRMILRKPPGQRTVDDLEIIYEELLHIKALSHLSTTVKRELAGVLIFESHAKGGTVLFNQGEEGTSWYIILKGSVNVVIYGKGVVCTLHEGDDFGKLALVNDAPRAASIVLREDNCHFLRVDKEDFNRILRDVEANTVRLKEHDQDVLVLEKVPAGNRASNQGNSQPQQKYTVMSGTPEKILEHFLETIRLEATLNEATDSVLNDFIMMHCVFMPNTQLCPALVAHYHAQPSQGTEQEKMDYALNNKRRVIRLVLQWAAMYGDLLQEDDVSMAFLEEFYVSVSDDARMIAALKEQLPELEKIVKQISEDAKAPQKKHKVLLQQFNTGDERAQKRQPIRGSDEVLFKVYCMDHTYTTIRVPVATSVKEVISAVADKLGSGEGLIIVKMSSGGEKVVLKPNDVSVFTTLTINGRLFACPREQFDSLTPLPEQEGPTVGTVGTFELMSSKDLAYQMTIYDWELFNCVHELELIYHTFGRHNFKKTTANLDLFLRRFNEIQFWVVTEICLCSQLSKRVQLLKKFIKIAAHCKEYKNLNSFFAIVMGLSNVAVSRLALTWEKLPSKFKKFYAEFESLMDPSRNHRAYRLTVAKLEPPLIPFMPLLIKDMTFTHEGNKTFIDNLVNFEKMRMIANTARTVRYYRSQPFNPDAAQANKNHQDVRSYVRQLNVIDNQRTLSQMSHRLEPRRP
Nrf2 block: inhibitors of Nrf2 signaling. AID 504444. A549 ARE-Fluc reporter, luciferase luminescence, 18-24 h. Potency, µM (series often up to 46 µM), for the others: top-dose activity change, negative = inhibition, most hits filed as inhibitors. 2.1% of 360,000 active; note: % is set by controls: 0 for no effect and ±100 for the full control effect; nearly all actives have a fitted effect of over 60% in size
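In this cell-based qHTS, ARE-driven firefly luciferase in A549 cells reports Nrf2 activity; the luminescent signal after BugLite lysis is the measured value, with a prior CellTiter-Fluor read for cell health.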
A549 viability: kills or reduces viability of A549 cells in Nrf2 counter-screen. A549 ARE-Fluc cells, CellTiter-Fluor viability, 18-24 h. Potency, µM (highest dose often 46 µM), without a hit: at the highest dose activity change, negative = cytotoxicity, usual class: inhibitors. 0.16% of 390,000 active. AID 504648; note: % is set by controls: 0 for no effect and ±100 for the full control effect
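Cytotoxicity counterscreen: CellTiter-Fluor fluorescence was measured in A549 ARE_Fluc cells after 18-24 h of compound exposure in a concentration series. The subsequent BugLite luminescent read reports ARE-luciferase activity.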
Nrf2 ARE act: Nrf2 pathway activation. 0.31% of 410,000 active. AREc32 ARE-luciferase reporter (MCF7-derived line), luminescence, 24 h. AID 624171. Potency, µM (titrated, usually from 46.1 µM), without a hit: at the top dose activation, most hits filed as activators; note: % of control where 0% means no effect; nearly all actives have a fitted effect of over 65% in size
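AREc32_Fluc, 1000 cells/well, OPTI-MEM + 5% FBS, o/n 37 deg C 5% CO2; 23 nL cpd by pin tool, 24 hr; Steady-Glo 30 min RT, luminescence.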
ATXN viability: reduces viability in counter-screen for ATXN expression inhibitors. S2 cells (HEK-293 line with an ATXN2-luciferase reporter) viability, CellTiter-Fluor protease fluorescence, 24 h. Potency, µM (doses to about 56.7 µM), hits mostly cytotoxic. 0.49% of 400,000 active. AID 651635; note: nearly all actives have a fitted effect of over 40% in size
An asterisk follows results filed as active; i = inactive; ? = inconclusive; nt = no result given; [ ] = another dose, or the depositor's remark. Calls come from the whole dose curve; as a rule, active = well fitted curve in the direction sought with a large enough effect; inconclusive = small, poorly fitted or top-dose-only effect, or another doubt; inactive = no such curve, though single readings can be large; an effect the other way counts as inactive or inconclusive. Potency is the fitted concentration of half-maximal effect. A portion of the library, so the mix of outcomes need not match the whole.

Structure	TGFb SMAD3 inh	MCF10A rerep	ATXN2 expr inh	HepG2 tox	EPAC2 antagonist	Nrf2 block	A549 viability	Nrf2 ARE act	ATXN viability
COCCNC(=S)N1CCN(C/C=C/c2ccccc2)CC1	6%	-4%	nt	2%	-9%	1%	-6%	0.2%	i
Cc1sc2ncnc(SCC(=O)NC(C)(C)C)c2c1C	0%	24%	-8%	-154%	13%	-19%	2%	4.1%	i
COc1ccc(-c2cc(C(=O)Nc3ccccc3SC)no2)cc1	3%	2%	8%	-6%	13%	?	2%	0.4%	i
CSc1ncccc1C(=O)OCC(=O)NC(=O)NCCC(C)C	2%	3%	-5%	5%	0%	14%	-3%	-0.4%	i
Cc1cccc(Cn2c(C(=O)OC(C)C)cc3c2ccn3C)c1	0%	?	5%	-30%	1%	-16%	4%	-0.7%	i
O=C(OCc1c(-c2ccccc2)ncc2ccccc12)N1CCOCC1	-14%	13%	2%	-8%	2%	3%	-9%	13%	?
O=C(C[C@H]1C/C=C\C[C@H](NC(=O)OCC2c3ccccc3-c3ccccc32)C(=O)OC[C@H](Cc2ccccc2)NC1=O)N[C@H](CO)Cc1ccccc1	?	?	?	13µM*	0%	4%	-6%	0.7%	?
COc1ccc(C)cc1-n1nnc(S(=O)(=O)c2ccc(C)cc2)c1C	-3%	nt	-9%	-14%	nt	-8%[9.27 µM]	0%	0.3%	i
CCC1CN(C(=O)N2CCC(C(=O)NCCCc3ccccc3)CC2)c2ccccc2O1 (configuration not stated)	-17%	nt	nt	0%	nt	?	-17%	0.3%	nt
COC(=O)c1cc(CNC(=O)c2ccc(N3CCCC3)c([N+](=O)[O-])c2)ccc1OC	0%	-34%[inhibitor]	8%	6%	-8%	-19%	-9%	0.7%	i
Cc1cc(OCc2cc3c(cc2Cl)OCO3)c2c(C)cc(=O)oc2c1	3%	17%	nt	3%	4%	11%	-7%	4.3%	i
CCOc1cc2c(cc1C=O)OC(C)C2 (configuration not stated)	-1%	-2%	24%	-11%	-1%	4%	1%	-0.2%	i
COCc1ccc(C(=O)N(C)CC2CCCN(CCc3ccc(OC)cc3)C2)o1 (configuration not stated)	1%	1%	32%[activator]	-35%	-1%	?	-1%	0.7%	i
Cc1cccc(NC(=O)c2cc(N3CCOCC3)nc3ccccc23)c1	-18%	-2%	14%	-5%	0%	1%	-10%	-0.2%	i
COc1cc(C)c(CN2CCN(C(C)C(=O)NC(C)c3ccccc3)CC2)cc1OC (configuration not stated)	9%	7%	-3%	-19%	-2%	?	2%	0.2%	i
Nc1ncnc2c1ccn2[C@H]1CN(Cc2ccc(Cl)cc2)C[C@@H](CO)O1	-6%	nt	9%	1%	3%	nt	nt	-0.4%[9.22 µM]	i
COc1ccc2cc(-c3ccccc3)ncc2c1	-16%	-34%[inhibitor]	128%[activator]	-19%	-4%	25%	-5%	14%	i
CN1CCc2nc3sc(C(=O)C45CC6CC(CC(C6)C4)C5)c(N)c3cc2C1	47%[activator]	9.2µM*	10%	2%	50µM*	nt	13%	0.3%	i
CC1Cc2cc(S(=O)(=O)N3CCC(C(=O)N4CCN(c5ccccc5F)CC4)CC3)ccc2N1C(=O)C1CC1 (configuration not stated)	-23%	9%	?	-20%	-5%	?	-6%	0.3%	i
NC(=O)c1ccccc1NCC(=O)c1ccc(F)cc1	55%[activator]	11%	28%	-13%	nt	5%	2%	2.3%	i
COc1ccc(S(=O)(=O)n2nc(C)c(S(=O)(=O)N3CCCCCC3)c2C)cc1C	0%	nt	3%	3%	nt	nt	-3%	-0.6%	?
Cc1cccc(NC(=O)CN(CC2CCCO2)C(=O)c2cc(S(=O)(=O)N(C)C)ccc2F)c1C (configuration not stated)	0%	-3%	0%	8%	6%	-11%	-3%	-0.9%	?
Cc1ccn(CCC(=O)Nc2ccc3c(c2)OCO3)n1	8%	-18%	nt	-5%	12%	?	0%	1.2%	i
O=C(Nc1ccccc1)N1CCN(c2ccc(F)cc2)CC1	-8%	-1%	8%	-4%	0%	7%	1%	-0.3%	i
O=C(COc1ccc(Br)cc1)c1ccc2c(c1)CCCC2	26%	?	11%	-5%	-2%	3%	13%	0.7%	i

Results in A549 viability, EPAC2 antagonist and Nrf2 block (three entries from above):
SMILES	A549 viability	EPAC2 antagonist	Nrf2 block
COc1cc(C)c(CN2CCN(C(C)C(=O)NC(C)c3ccccc3)CC2)cc1OC (configuration not stated)	2%	-2%	?
Nc1ncnc2c1ccn2[C@H]1CN(Cc2ccc(Cl)cc2)C[C@@H](CO)O1	nt	3%	nt
COc1ccc2cc(-c3ccccc3)ncc2c1	-5%	-4%	25%

Next section:
Structure	TGFb SMAD3 inh	MCF10A rerep	ATXN2 expr inh	HepG2 tox	EPAC2 antagonist	Nrf2 block	A549 viability	Nrf2 ARE act	ATXN viability
O=[N+]([O-])c1ccc2nc(NS(=O)(=O)c3ccc(F)cc3)sc2c1	-5%	7.3µM*	6%	-37%	?	?	?	2.4%	?
Cc1ccc([N+](=O)[O-])cc1-c1ccc(/C=N\n2nnnc2N)o1	2%	0%	nt	0%	-5%	-33%	-15%	9.0%	i
COC(=O)c1ccc(NC(=O)C(=O)NCC2CCCO2)cc1 (configuration not stated)	1%	12%	9%	0%	-9%	24%	1%	0.0%	i
O=C(Nc1ccc2c(c1)OCCO2)c1ccc(Cl)cc1Cl	1%	10%	0%	-7%	0%	?	4%	-1.4%	i
CS(=O)(=O)N(CC(=O)NCc1ccccn1)Cc1ccc(Cl)cc1	6%	-9%	-6%	-45%	5%	nt	-2%	0.4%	i
CCCc1cc(CCC)n2nc(N)nc2n1	1%	nt	nt	-32%	0%	nt	nt	3.2%	i
Cn1nc(C(F)(F)F)cc1C(=O)NC1CCCCCC1	-5%	-19%	36%	7%	5%	nt	0%	-1.0%	i
CCOc1ccc(-c2c(C(=O)N/N=C/c3ccc(C)s3)nnn2-c2nonc2N)cc1	-8%	1%	-10%	21%	-7%	23µM*	-15%	-0.7%	i
O=C(COC(=O)c1ccc(O)cc1)Nc1ccc(Cl)cc1	6%	-14%	2%	-10%	-3%	9%	5%	0.2%[9.22 µM]	i
CC(=O)c1cc2c(cc1NC(=O)c1ccc(Cl)cc1)OCCO2	3%	-1%	-33%	1%	-5%	-11%	0%	24%	i
NS(=O)(=O)c1ccc(NC(=O)COC(=O)c2cnc(Cl)c(Cl)c2)cc1	3%	-5%	3%	5%	-9%	-10%	4%	5.8%	i
Cc1nn(Cc2ccccc2)c2c1C(c1cccc(Cl)c1)C(C#N)=C(N)O2 (configuration not stated)	5%	?	-8%	-33%	-12%	-24%	-17%	?	i
Cc1ccc(NC(=O)c2ccc(S(=O)(=O)N3CCOCC3)cc2)c(C)c1	0%	13%	-6%	25%	-8%	-18%	7%	1.2%	i
CC1=CN(S(=O)(=O)c2ccc(C)cc2)C[C@@H]2[C@H]3CC[C@H](C3)[C@H]12	-32%	?	-3%	-17%	-28%	?	15%	4.5%	i
CCN(CC)CCCNC(=O)C(C)Sc1nc(-c2ccccc2)cc(C(F)(F)F)n1 (configuration not stated)	-14%	14%	nt	4%	-1%	1%	-1%	-0.3%	?
CC(OC(=O)CN1C(=O)c2ccccc2C1=O)C(=O)NCc1ccccc1 (configuration not stated)	17%	9%	-2%	-30%	-1%	-31%	0%	-0.7%	i
CC(=O)C1=C(C)N(Cc2ccco2)C(=O)C1(NC(=O)C1CCCCC1)C(F)(F)F (configuration not stated)	-19%	-1%	3%	3%	-2%	-18%	-4%	0.0%	i
COC(=O)c1c(NC(=O)CN2CCCC(C)C2)c2c(C)cccc2n1C (configuration not stated)	4%	-17%	-4%	-11%	-8%	nt	?	0.2%	i
COc1ccc(CN2CCSCC2)c(C)c1C	-7%	-2%	-7%	-3%	2%	5%	-3%	-0.9%	i
CC(C)(C)C1CCC(OC(=O)CN2CCCCC2)CC1 (configuration not stated)	18%	22%	30%	22%	1%	4%	-13%	0.4%	i
CC(C)NS(=O)(=O)c1ccc(OCC(=O)Nc2ccc(F)cc2)cc1	6%	-2%	8%	3%	14%	4%	5%	0.1%	i
CCN(Cc1ccccc1)C(c1cccs1)c1nnnn1C1CCCCC1 (configuration not stated)	?	17%	-20%	-24%	8%	?	-8%	2.7%	i
O=C1OC(CCl)CN1Cc1c(Cl)cccc1Cl (configuration not stated)	3%	-9%	13%	-5%	0%	?	-4%	-0.5%	i
c1ccc(-c2noc(-c3cccs3)n2)nc1	-3%	-9%	?	-51%	2%	?	-9%	12%	i
COc1ccc(OCC(O)Cn2c(=N)n(Cc3ccccc3)c3ccccc32)cc1 (configuration not stated)	?	?	?	-97%	-17%	?	?	-2.5%	nt
O=C(Nc1cccc(C(F)(F)F)c1)c1cc(-c2ccc(F)cc2)on1	-18%	?	-14%	-18%	-2%	-6%	0%	-0.1%	i
O=C(CSc1nc2ccccc2s1)NCCOc1ccc(Cl)cc1	-17%	12%	-3%	-28%	0%	7%	2%	0.1%	i
Cc1cccc(C)c1OCCn1c(C2CC(=O)N(c3cccc(Cl)c3)C2)nc2ccccc21 (configuration not stated)	-6%	nt	-13%	16%	nt	21µM*	?	-0.8%	i
Cc1ccc(N2C(=O)c3ccc(C(=O)N4CCOCC4)cc3C2=O)cc1C	11%	0%	8%	4%	-4%	9%	3%	-0.1%	i
CC1CN(C(NC(=O)C(C)(C)C)C(Cl)(Cl)Cl)CC(C)O1 (configuration not stated)	-7%	-1%	-2%	6%	6%	-24%	-13%	-0.6%	i
O=C(Nc1cc(S(=O)(=O)N2CCOCC2)ccc1O)c1ccc(NS(=O)(=O)c2ccc(Cl)s2)cc1	-5%	-55%[inhibitor]	6%	2%	0%	2%	-1%	0.1%	i

Screening data as filed in PubChem.
